EBNA-1 inhibitor – blocks EBNA-1 binding to DNA. EBNA-1 DNA binding, fluorescence polarization. inhibition, % at 14.8 µM. hit rate 0.34% among 300,000; in the data active = inhibition above about 28%
PAFAH1B3 inh – PAFAH1B3 (human) inhibition | Q15102 | recombinant PAFAH1B3, FP-rhodamine probe, fluorescence polarization | inhibition, % at 3.39 µM | hit rate 0.28% among 340,000 | AID 492972;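 active = inhibition above the screen-wide average of all tested compounds plus 3 SD, cut at about 25% in these data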;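 note: 0% = enzyme with DMSO only and 100% = wells lacking PAFAH1B3 protein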
Target sequence (Q15102 whole entry, looked up): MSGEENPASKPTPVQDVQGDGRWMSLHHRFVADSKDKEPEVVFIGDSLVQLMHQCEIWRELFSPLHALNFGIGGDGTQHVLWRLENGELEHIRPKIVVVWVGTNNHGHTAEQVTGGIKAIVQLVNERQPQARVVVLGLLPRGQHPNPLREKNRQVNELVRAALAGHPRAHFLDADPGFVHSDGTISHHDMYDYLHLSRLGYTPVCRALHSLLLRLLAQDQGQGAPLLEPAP
ZTA DNA inh – counter-screen for EBNA-1 inhibitors: inhibitors of Epstein-Barr virus ZTA | P03206 | ZTA-DNA binding, fluorescence polarization | inhibition, % at 11 µM | hit rate 0.15% among 320,000 | AID 2234; in the data active = inhibition above about 33%
PAFAH1B2 inh – PAFAH1B2 (human) inhibition. P68402. recombinant PAFAH1B2, FP-rhodamine activity probe, fluorescence polarization. inhibition, % at 3.39 µM. hit rate 1.2% among 340,000. AID 492953;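 active = inhibition above the mean of all tested compounds plus 3 SD, cut at about 24% in these data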;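 note: 0% = enzyme with DMSO and 100% = wells lacking PAFAH1B2; many of its hits are not listed in these tables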
Target sequence (P68402 whole entry, looked up): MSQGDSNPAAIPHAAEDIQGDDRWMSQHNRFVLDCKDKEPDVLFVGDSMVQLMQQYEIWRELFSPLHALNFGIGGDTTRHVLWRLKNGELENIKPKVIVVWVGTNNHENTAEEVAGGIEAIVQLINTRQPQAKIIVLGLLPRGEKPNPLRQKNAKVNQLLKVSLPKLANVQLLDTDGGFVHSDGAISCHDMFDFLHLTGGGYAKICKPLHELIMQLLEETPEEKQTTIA
LYPLA2 inh – blocks human lysophospholipase 2, a PME1 counter-screen; O95372; AID 2177; hit rate 0.38% among 320,000; inhibition, % at 5.9 µM; recombinant LYPLA2, FP-Rh probe fluorescence polarization;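 active = inhibition above the screen-wide mean plus 3 SD, limit set per campaign, cut at about 26% in these data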;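 note: 0% = LYPLA2 with DMSO and 100% = wells lacking LYPLA2 enzyme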
Target sequence (O95372 whole entry, looked up): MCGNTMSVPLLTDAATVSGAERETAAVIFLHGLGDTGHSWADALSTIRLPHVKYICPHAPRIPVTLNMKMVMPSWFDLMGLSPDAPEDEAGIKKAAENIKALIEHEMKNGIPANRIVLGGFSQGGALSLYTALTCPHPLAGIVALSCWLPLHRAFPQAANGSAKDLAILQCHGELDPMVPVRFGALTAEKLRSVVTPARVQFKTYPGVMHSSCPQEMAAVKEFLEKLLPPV
LYPLA1 counter – blocks human lysophospholipase 1, a PME1 counter-screen; O75608; recombinant LYPLA1, FP-Rh probe fluorescence polarization; inhibition, % at 5.9 µM; hit rate 0.16% among 320,000; AID 2174;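 active = inhibition above the mean of all tested compounds plus 3 SD, set per campaign, cut at about 14% in these data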;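 note: inhibitors block serine hydrolase probe labeling of LYPLA1 so polarization falls; 0% = enzyme with DMSO and 100% = wells lacking LYPLA1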
Target sequence (O75608 whole entry, looked up): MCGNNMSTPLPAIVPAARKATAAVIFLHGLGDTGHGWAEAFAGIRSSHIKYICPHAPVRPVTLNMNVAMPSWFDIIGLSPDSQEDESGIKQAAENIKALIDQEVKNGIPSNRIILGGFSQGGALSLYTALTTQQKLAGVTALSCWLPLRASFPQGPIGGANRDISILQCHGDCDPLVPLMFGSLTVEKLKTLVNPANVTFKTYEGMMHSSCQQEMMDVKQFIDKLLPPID
PAFAH2 FP inh – inhibitors of human PAFAH2; recombinant PAFAH2, FP-rhodamine activity probe, fluorescence polarization; inhibition, % at 3.39 µM; Q99487; hit rate 0.99% among 340,000;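 active = inhibition above the mean over all tested compounds plus 3 SD, cut at about 30% in these data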;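 note: inhibitors block probe labeling of enzyme so polarization drops; 0% = enzyme with DMSO and 100% = wells lacking PAFAH2 protein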
pPAFAH FP inh – pPAFAH (human) enzyme inhibition | recombinant pPAFAH, FP-rhodamine probe fluorescence polarization | inhibition, % at 3.39 µM | hit rate 1.5% among 330,000;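 active = inhibition above the mean inhibition across the screen plus 3 SD, cut at about 25% in these data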;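 note: inhibitors block binding of the rhodamine activity-based probe so polarization drops; 0% = enzyme with DMSO and 100% = wells lacking pPAFAH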
PREPL inhibitor – inhibits the human prolyl oligopeptidase-like enzyme; Q4J6C6; recombinant PREPL, fluorescence polarization activity-based probe; inhibition, % at 5.96 µM; hit rate 0.68% among 320,000; in the data active = inhibition above about 43%;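 note: 0% = enzyme with DMSO and 100% = wells lacking enzyme; many of its hits are not listed in these tables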
* = called active by the depositor; nt = no result given. Only part of the results is shown. The share of hits here may be higher or lower than overall.

SMILES	EBNA-1 inhibitor	PAFAH1B3 inh	ZTA DNA inh	PAFAH1B2 inh	LYPLA2 inh	LYPLA1 counter	PAFAH2 FP inh	pPAFAH FP inh	PREPL inhibitor
COc1ccc(-c2cc(C(=O)N3CCc4ccccc4C3)no2)cc1	-2.9	2.6	-16.3	1.9	6.7	-1.6	1.0	3.6	-44.0
CC(CCc1ccccc1)NC(=O)COC(=O)C1CCC(C(C)(C)C)CC1 (centres undefined)	-10.2	-1.1	-12.5	8.8	-4.5	-8.7	6.1	3.6	7.6
N=c1ccn2c(n1)OC1C(O)C(CO)OC12 (centres undefined)	-9.8	3.3	14.3	0.9	-12.9	-4.5	-9.4	-2.0	5.1
O=C(/C=C/c1ccc(S(=O)(=O)N2CCOCC2)cc1)Nc1cc(F)ccc1F	nt	-0.5	nt	1.5	nt	nt	-4.4	2.8	15.5
CCOc1cc(S(=O)(=O)NCc2ccncc2)ccc1Cl	12.1	nt	-7.9	nt	-4.5	3.7	nt	5.5	-2.8
CCOc1ccc(S(=O)(=O)N(CC(=O)NC2CCCC2)c2ccc(F)cc2)cc1	1.9	8.2	-11.2	6.2	0.9	-1.0	5.2	4.5	-7.7
CN(C(=O)CSc1nnc(COc2ccccc2F)n1N)C1CCS(=O)(=O)C1 (centres undefined)	-1.4	3.9	-17.1	1.4	4.7	4.4	-1.7	0.3	17.4
CCn1c(SCC(=O)N2CCCC2=O)nnc1-c1cccs1	nt	2.6	-13.2	-5.0	4.8	1.4	-5.1	-2.9	10.9
CN1CCN(CCCC(=O)c2ccc(C3CCCC3)cc2)CC1	-4.2	5.7	-17.0	0.5	3.2	0.5	6.7	7.0	0.9
O=C(CSc1ncccn1)NCc1ccccc1Cl	-9.2	1.9	-28.3	2.6	9.1	0.4	-2.7	4.3	13.4
COc1ccccc1NC(=O)N1CCc2[nH]c3ccc(F)cc3c2C1	1.6	5.4	-2.3	3.0	-1.3	-1.6	3.8	3.1	28.9
Cc1c(S(=O)(=O)NC2CCCCCC2)c(=O)n(C)c(=O)n1C	-0.7	7.3	-1.4	5.3	-1.5	3.9	1.6	2.1	7.5
O=C(CN1C(=O)C(=O)N(Cc2ccccc2)C1=O)Nc1cc(Cl)cc(Cl)c1	0.4	-0.3	11.8	-1.4	-7.8	-6.3	-5.6	-1.1	-5.6
O=C(CN1C(=O)COc2ccccc21)N(Cc1ccccc1)Cc1ccccn1	-7.8	4.3	-12.9	4.5	3.7	-2.5	0.0	2.8	2.5
O=C(O)C1CN(c2nc(Cl)ccc2[N+](=O)[O-])C1	4.1	nt	-0.8	nt	8.9	-1.7	nt	1.1	3.1
CC12COC3(C(=O)Nc4ccccc4F)CC1CCC32C (centres undefined)	0.0	0.5	8.5	1.6	0.4	-2.1	-0.3	-0.7	2.5
Cc1[nH]ccc(=O)c1Oc1ncc(C(F)(F)F)cc1Cl	13.3	2.4	-2.2	1.6	-7.5	-7.9	6.0	9.0	3.8
Cc1cc(-c2nnc(CCC(=O)NCc3cc(F)cc(C(F)(F)F)c3)o2)no1	-3.8	4.3	-2.2	3.0	-4.6	-0.7	-1.3	0.4	12.6
CC(NS(=O)(=O)c1cccc(Cl)c1)C(=O)Nc1ccc(-c2nc3ccccc3s2)cc1 (centres undefined)	10.5	-1.0	3.9	-1.6	-13.5	-8.2	-8.5	-3.0	-10.8
CC(C)C(NC(=O)c1c(F)cccc1F)C(=O)N1CCN(c2ccccc2F)CC1 (centres undefined)	-14.7	-2.4	-0.2	-0.2	-1.9	-1.1	8.2	-1.4	3.1
NNc1nc2c(-c3ccc(Cl)cc3)nnn2c2ccccc12	-3.4	-3.8	-18.1	-2.5	-10.0	-11.2	-2.1	0.7	11.9
Cc1ccccc1NC(=S)Nc1ccccc1	8.1	2.3	9.8	2.9	1.6	-0.4	-4.5	-2.6	-3.1
COCC(C)NC(=O)c1cc2cccc([N+](=O)[O-])c2[nH]1 (centres undefined)	-7.4	5.0	-5.8	-0.1	-5.7	-2.1	4.2	4.7	14.0
CCCCCNC(=O)c1ccc2c(=O)n(CC3CCCO3)c(=O)[nH]c2c1 (centres undefined)	-19.3	-0.5	-1.7	-1.6	7.2	-1.8	2.0	-2.0	7.5
CCn1ccnc1C(O)c1ccccc1OC (centres undefined)	1.6	9.5	17.2	-2.1	3.2	2.7	6.4	1.7	4.8
O=C(OCC(=O)N1CCc2ccccc2C1)c1cccnc1Cl	-5.8	6.4	13.0	-0.5	1.8	0.9	-0.3	3.4	-9.6
COc1ccc(C)cc1NC(=O)CN(C)C1CCCCC1	14.5	2.8	-2.9	4.6	0.1	1.0	-6.1	-2.6	2.7
COc1cc(-c2nnc(SCC(=O)NC3CCCC3)n2C)cc(OC)c1O	2.0	9.5	-5.3	4.7	-4.7	-1.4	-9.2	2.2	-2.0
CCOC(=O)C1CCN(C2CCN(C(=O)c3oc4c(F)cccc4c3C)CC2)CC1	-0.2	-0.6	6.4	-9.8	2.0	-7.9	-11.1	1.3	3.8
COCCn1c(C)cc(C(=O)CSc2nc(C)nc3sc4c(c23)CCC4)c1C	-9.1	1.1	9.6	-6.5	0.9	1.8	-3.6	-4.0	15.3
Oc1ccc(-c2[nH]ncc2-c2nc3ccccc3s2)c(O)c1	-7.2	-0.9	-33.2	-1.2	-5.3	-9.1	5.6	-1.8	-7.0
O=C1CC(C(=O)N(c2ccccc2)C(C(=O)NC2CCCC2)c2ccncc2)CS1 (centres undefined)	3.0	-1.1	5.5	3.4	-1.0	0.5	-3.1	3.0	0.8
C[C@H](NC(=O)N1CCn2c1nc1ccccc12)C(=O)NCc1ccc2c(c1)OCO2	-1.8	4.5	3.5	1.1	0.1	3.8	0.2	-1.8	-7.6
Fc1ccc(-c2csc(Nc3ccccn3)n2)c(F)c1	-6.2	-5.5	9.0	-0.1	1.8	5.9	-3.4	-2.3	9.1
CC12CCC(C(=O)Nc3ccccc3Cl)(C(Br)C1=O)C2(C)C (centres undefined)	10.6	3.6	-1.4	5.1	2.5	1.3	6.1	3.1	23.1
CCOC(=O)c1ccccc1NC(=O)/C(C)=C/C(=O)O	15.8	2.2	16.5	2.2	-12.6	-0.2	0.1	-1.7	-3.1
COCC1CCN(C(=O)c2cc(COc3cc(C)c(Cl)c(C)c3)on2)C1 (centres undefined)	0.9	4.9	15.1	3.0	7.2	-3.6	0.4	6.7	-11.3
C/C(=N\NC(=O)c1cccc(S(=O)(=O)N2CCOCC2)c1)c1ccc(OCC(=O)N(C)C)cc1	6.6	1.8	2.7	-1.2	2.3	-0.6	-11.1	4.7	9.2
Cc1nnc2c(NCCc3ccccc3)nc3ccccc3n12	-16.3	10.8	-4.7	10.8	-3.8	-3.0	0.2	-0.2	4.9
O=C1Nc2ccc(F)cc2C12SCCS2	7.2	5.6	-5.5	7.2	4.6	2.5	3.8	0.3	8.5
Cc1ccc(CN(CC(=O)NCc2ccccn2)S(=O)(=O)c2ccccc2)cc1	-5.2	9.4	-4.3	6.5	1.4	3.9	7.5	-0.7	-7.1
CSCCC(NC(=O)c1ccc(Cl)cc1)C(=O)OCC(=O)Nc1cc(Cl)ccc1C (centres undefined)	5.2	2.8	2.2	-0.9	-2.1	-2.3	-0.5	5.6	-43.5
C=CCn1c(SCC(=O)Nc2ccc(C(=O)O)cc2)nc2scc(-c3ccccc3)c2c1=O	nt	4.7	nt	0.2	nt	nt	-0.8	-0.8	6.5
CCC(C)Sc1cc(-c2nc3cc(C)ccn3c2NC2CCCCC2)ccc1OC (centres undefined)	nt	9.6	nt	-5.6	nt	nt	-4.5	-0.5	6.8
Cc1ccc2c(c1)C(c1ccncc1)=NNC(c1ccc(F)cc1)=N2	-13.8	3.3	2.6	-2.6	3.6	0.1	4.6	-1.9	0.8
COC(=O)c1sccc1NC(=S)Nc1ccc(F)cc1F	-6.8	9.9	2.9	-2.2	2.4	1.9	6.2	3.4	-4.3
Nn1c(SCC(=O)NCc2ccc3c(c2)OCO3)nnc1C(F)(F)F	nt	7.5	nt	0.2	nt	nt	-5.7	0.5	9.0
COc1ccc(C2SCC(=O)N2CCCN(C)C)cc1 (centres undefined)	-11.9	2.2	-0.5	0.3	-4.2	0.7	1.2	-1.4	-0.2
CN(Cc1ccccc1)c1nc2c(c(=O)[nH]c(=O)n2C)n1CCOc1ccccc1	17.4	-0.5	3.1	5.2	0.5	0.6	-1.5	5.3	11.0
Cc1nnc(NC(=O)CCC(=O)NC2CCCCCCC2)s1	3.2	3.0	-9.8	5.1	0.7	1.6	-2.1	0.1	11.6
COc1ccc(OC)c(S(=O)(=O)Nc2cccc(-c3ccc(N4CCCCCC4)nn3)c2)c1	4.5	-2.0	-13.6	-6.7	-15.2	-8.2	-11.5	6.7	10.3
O=S(=O)(N/N=C/c1ccc(OC2CSC2)cc1)c1ccccc1	2.3	-1.6	-11.9	4.7	-0.5	-3.8	-2.5	17.5	13.1
Cn1nnnc1SCC(=O)Nc1ccccc1C(N)=O	2.7	8.6	8.8	-1.3	-9.4	-3.2	-0.4	5.0	5.4
OCc1nc2ccccc2n1Cc1ccc(Cl)cc1	-0.8	-24.9	-0.8	8.2	-0.6	-1.6	-13.1	0.7	3.7
Cc1nc(COc2ccccc2Cl)sc1-c1ccnc(N)n1	1.6	11.8	0.7	5.3	8.6	-7.8	3.4	15.1	-11.4
CC1=NN(c2nc(-c3ccc(C)cc3)cs2)C(=O)C1N=Nc1ccccc1O (centres undefined)	0.2	nt	-18.6	nt	-7.8	-1.5	nt	16.6	22.2

Later entries.
SMILES	EBNA-1 inhibitor	PAFAH1B3 inh	ZTA DNA inh	PAFAH1B2 inh	LYPLA2 inh	LYPLA1 counter	PAFAH2 FP inh	pPAFAH FP inh	PREPL inhibitor
O=C(Nc1ccc([N+](=O)[O-])cc1)c1cn(-c2ccccc2)nc1-c1cc2ccccc2o1	17.2	-0.4	9.7	2.3	-3.9	-12.1	-0.3	10.1	-3.6
COc1ccc(-c2noc(CCC(=O)N3CCN(c4ccccc4)CC3)n2)cc1	nt	5.0	nt	3.2	nt	nt	-1.2	3.9	nt
O=C(c1ccco1)N1CCN(Cc2nc3ccccc3c(=O)n2-c2ccc(F)cc2)CC1	0.7	0.8	-5.2	0.5	-5.4	-6.4	5.3	3.9	2.5
O=C(Nc1c(F)cc(F)cc1Br)c1cc(-c2ccc(O)cc2)on1	-9.4	3.3	-15.6	0.5	0.5	-6.1	-8.6	6.8	-5.7
COCCOc1cc(NC(=O)CS(=O)CC(=O)N(C)C)c(Cl)cc1Cl (centres undefined)	-14.0	1.2	7.3	0.0	5.4	-1.1	-1.5	0.7	8.7
CN(Cc1c(F)cccc1Cl)C(=O)c1ccc(NC(=O)CC2SC(N3CCCCC3)=NC2=O)cc1 (centres undefined)	nt	1.3	nt	1.4	nt	nt	4.8	-2.8	8.7
COc1ccc(SCCN2CC[C@@H](C)CCC2=O)cc1	nt	9.2	-2.3	3.1	-8.2	-1.7	5.8	0.4	6.6
Cc1[nH]c2ccccc2c1-c1csc(NC(=O)CN2CCOCC2)n1	-1.0	15.5	5.0	-0.9	0.3	-1.7	4.4	7.0	3.1
Cc1cnc(CNC(=O)c2ccc(OC3CCN(C(=O)C4CC4)CC3)cc2)cn1	6.3	-6.1	9.4	-1.1	-1.7	-2.7	2.5	0.0	5.0

Source: PubChem (The Scripps Research Institute Molecular Screening Center)
